12-LOX inh: ALOX12 (human) lipoxygenase inhibition; P18054; purified 12hLO, xylenol orange hydroperoxide absorbance; Potency, µM (highest dose often 108 µM), for inactives: at the top dose activity change, negative = inhibition, usual class: inhibitors; actives 1.1% (n = 580,000); active = well fitted inhibition curve with a large enough effect; inconclusive = small, poorly fitted or top-dose-only effect, or another doubt; inactive = no such curve, though single readings can be large or run the other way
Target sequence (P18054 whole entry, looked up): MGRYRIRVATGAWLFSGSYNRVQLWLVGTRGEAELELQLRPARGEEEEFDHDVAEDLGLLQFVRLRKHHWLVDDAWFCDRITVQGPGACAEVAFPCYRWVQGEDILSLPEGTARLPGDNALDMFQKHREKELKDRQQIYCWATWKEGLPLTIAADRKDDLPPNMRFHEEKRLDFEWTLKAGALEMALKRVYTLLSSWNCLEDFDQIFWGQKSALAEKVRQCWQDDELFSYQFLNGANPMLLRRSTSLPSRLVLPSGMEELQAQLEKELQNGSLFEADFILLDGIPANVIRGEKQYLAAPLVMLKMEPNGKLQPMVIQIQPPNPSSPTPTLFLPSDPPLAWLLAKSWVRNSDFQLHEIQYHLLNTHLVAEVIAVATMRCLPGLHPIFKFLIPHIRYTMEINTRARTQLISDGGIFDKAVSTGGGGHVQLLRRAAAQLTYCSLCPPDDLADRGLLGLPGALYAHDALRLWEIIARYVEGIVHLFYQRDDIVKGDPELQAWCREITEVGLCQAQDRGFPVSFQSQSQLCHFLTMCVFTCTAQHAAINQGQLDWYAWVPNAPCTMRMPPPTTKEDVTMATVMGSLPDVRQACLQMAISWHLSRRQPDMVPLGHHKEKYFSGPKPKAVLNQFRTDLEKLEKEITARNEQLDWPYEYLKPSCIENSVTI
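Purified human 12hLO (150 nM final) in 25 mM Hepes, 0.01% Triton X-100, pH 7.0 was preincubated 15 min at room temperature with compound. Then 40 uM arachidonic acid was added, 30 min. Hydroperoxide was read by Fe-XO absorbance ratio 573/405 nm.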
Active calls of the source: *; ? = inconclusive; [ ] = remark or other dose. % is set by controls: 0 for no effect and ±100 for the full control effect; potency is the fitted concentration of half-maximal effect.

SMILES	12-LOX inh
O=C(Cn1nc(-c2cccs2)c2ccccc2c1=O)Nc1ccccc1	-1.1%
COc1ccc(-c2cn3nc(N4CCCC(C(=O)NCCC(C)C)C4)sc3n2)cc1 (configuration not stated)	27.4%
CC(=O)Nc1ccc(NC(=O)COC(=O)c2cc(=O)[nH]c3ccccc23)cc1	4.2%
O=C(Cc1ccc(F)cc1)NNC(=O)c1ccc2[nH]c3c(c2c1)CCCC3	?
CCc1cc(C(=O)OC)c(NC(=O)c2c(CC)noc2C)s1	2.4%
Cc1ccc(C)c(CN2CCC(CNC(=O)Nc3cn(CC(C)C)c(=O)c4ccccc34)CC2)c1	?
Cc1ccc(CN2CCC(CNC(=O)NC(C)C)C2)cc1C (configuration not stated)	77.5%[activator]
COc1ccc(CN2Cc3[nH]nc(-c4cccnc4OC)c3CC2=O)cc1	-8.3%[176 µM]
CNC(=O)[C@H]1C[C@H](Oc2cccnc2)CN1C(=O)NCc1ccc(F)cc1	18.8%
CN1CCC2(C1)CN(CC1CCOCC1)c1ccc(C(=O)NCCOc3ccccc3)cc12 (configuration not stated)	?
COc1ccccc1CNc1ncncc1-c1cccc(NS(C)(=O)=O)c1	?
Cc1c(C(=O)OCc2ccccc2)sc(=S)n1C	2.4%
CC(C)C(=O)NC1CCN(c2cnn(C)c(=O)c2)CC1	4.3%
COc1ccc(C(=O)N2CCCCCCNC(=O)CC2)cn1	61.2%[activator]
O=C(Nc1ccc(N2CCCCC2)c2ccncc12)C1CCN(C(=O)C2CC2)CC1	26.2%
COc1ccc(C(=O)N[C@@H]2CCC[C@@H]2C(=O)NCc2c(C)n[nH]c2C)cc1	34.9%
CN(C)c1nc(N(C)C)nc(-n2cnc(SCc3ccccc3)n2)n1	?
COCCN1CCNc2nc(COc3ccc(CN(C)C)cc3)n(Cc3ccccc3)c2C1=O	11.6%
CSc1ccc(/C=C2\CCc3ccccc3C2=O)cc1	?
COc1cc(C(=O)N2N=C(C)CC2(O)C(F)(F)F)ccc1OC(F)F (configuration not stated)	17.2%
CCCN(CC1CCOC1)S(=O)(=O)c1ccccc1 (configuration not stated)	15.0%
Oc1cccc(CN(Cc2cn(-c3ccccc3)nn2)C2CC2)c1	17.9%
O=C(CSc1nnc2ccc(-c3cccnc3)nn12)NC1CCCCC1	?
CC(=O)OCC(COC(C)=O)(CN1C(=O)c2ccccc2C1=O)CN1C(=O)c2ccccc2C1=O	0.8%
O=C(NCCOc1ccccc1F)c1ccc2ccccc2n1	8.9%

(further entries)
SMILES	12-LOX inh
CN(C)Cc1ccccc1-c1nc(NC2CC2)c2ccccc2n1	0.6%
COc1cccc(Cn2c(=O)c(-c3ccc(F)c(F)c3)nc3cncnc32)c1	31.2%[activator]
CC(C)(C)C(=O)NCCCC(=O)NCCc1cccs1	-1.2%
O=C(NC1CCCCC1)C1c2ccccc2OCC(=O)N1Cc1cccnc1 (configuration not stated)	?
COc1ccc(C2NC(=O)NC3=C2C(=O)N(Cc2ccccc2)C3)cc1OC (configuration not stated)	-39.7%
Cc1ccccc1OCc1nc(C2CN(C(=O)NC(C)C)C2)no1	14.3%
CCCn1c(=O)n(CC(=O)Nc2ccc(Oc3ccccc3)cc2)c(=O)c2c1nc(C)n2CCOC	-12.3%
COc1ccc(C2=NOC3(CCCN(CC4CCCCC4)C3)C2)cc1 (configuration not stated)	2.1%[6.33 µM]
COc1ccc(C(=O)N[C@@H]2CCC[C@@H]2C(=O)NCCCn2cccn2)cc1	45.7%[activator]
Brc1ccc(-c2noc(CC(c3ccccc3)c3ccccc3)n2)cc1	11.3%
Cn1c(=O)c2c(ncn2CCC(=O)Nc2ccccc2Oc2ccccc2)n(C)c1=O	3.6%
O=S(=O)(Cc1ccc(Cl)cc1)c1nc2ccccc2nc1N1CCCCC1	?
COCC(=O)N1CCN(S(=O)(=O)c2ccccc2)C[C@H]1C(=O)N[C@@H](CC1CCCCC1)C(N)=O	-0.2%
COc1ccc(C2CC(=O)Oc3c2c(=O)n(C)c2ccccc32)c(OC)c1 (configuration not stated)	-15.8%
O=C1NCCOCCN(S(=O)(=O)c2ccc3c(c2)CCC3)[C@@H]2CCCC[C@H]12	-10.5%
COc1ccc2nc([C@H]3CCN(C(=O)COCC(=O)O)C3)[nH]c2c1	35.9%[activator][176 µM]
O=C1NCCC[C@@H]1NC(=O)[C@H]1CN(C(=O)c2cccc(F)c2)CCN1C(=O)c1cccs1	6.9%
COc1ccc(S(=O)(=O)NCc2nc(N3CCCC3)c3cccc(C)c3n2)cc1OC	20.2%
Cc1cccc(CS(=O)(=O)Cc2ccc(C#N)cc2)c1	-71.7%
COC1CCOC2(CCN(C(=O)Cc3ccccc3F)CC2)C1 (configuration not stated)	45.3%[activator]
COCCn1c(=O)c(-c2cccc(C#N)c2)nc2cnc(Oc3ccc(OC)cc3)nc21	8.2%
O=C(Nc1cc(Cl)ccc1F)C12CC3CC(CC(C3)C1)C2	-19.7%
O=C(C1CC1)N1CCC2(CC1)CC(Cc1nc(-c3ccncc3)no1)CCO2 (configuration not stated)	-1.7%
O=C(C[C@@H]1C[C@H]2O[C@H](CNC3CCCC3)[C@@H](O)[C@H]2O1)N1CCC(F)(F)C1	?
CC(=O)c1ccc(C(=O)Nc2ccc(SC3CCCC3)cc2)s1	?

(listing goes on)
SMILES	12-LOX inh
COCCNC(=O)c1ccc2c(c1)N(C)C(CC(=O)NC1CCC1)CO2 (configuration not stated)	-12.8%
COc1ccc(-c2ccccc2NC(=O)C2CCCN(Cc3cccnc3)C2)cc1 (configuration not stated)	-8.3%
CCOc1ccccc1CN1CC(CO)C2(CCNCC2)C1 (configuration not stated)	82.0%[activator]
CCCCNC(=O)CCc1cc2cc(OC)ccc2[nH]c1=O	0.3%
O=C(N[C@H](C(=O)N1CCC[C@H]1C(=O)NCc1ccccc1)C1CCCCC1)c1ccc(Cl)cc1Cl	-23.5%
Fc1ccc(-c2nc(CSc3nnc(-c4ccncc4)n3C3CC3)cs2)cc1	-23.1%
CC(C)CCN1CCC(Oc2ccc(C(N)=O)cn2)CC1	19.5%
Cn1c(=O)[nH]c(=O)c2c1nc(Nc1cc(Cl)ccc1Cl)n2CC(=O)O	-4.4%
COCC(=O)NC1CCC12CCN(S(=O)(=O)c1ccc(C#N)cc1)CC2 (configuration not stated)	11.7%
CC(=O)c1cc(C(=O)N2C[C@@H](C(=O)O)[C@H](c3ccccc3)C2)c(=O)[nH]c1C	-2.1%
O=C(CN1CCCc2c(F)cc(F)cc21)Nc1cccc2nsnc12	-11.9%
Cn1c(NCc2ccc3c(c2)OCO3)nc2c1c(=O)n(Cc1ccccc1F)c(=O)n2C	-13.8%
Cc1cc(C)c2c(C)c(C(=O)Nc3nonc3-c3cccs3)oc2c1	-55.3%
Cc1cc(C[C@@H]2COC[C@@H]2NC(=O)c2ccc3nc(C)[nH]c3c2)on1	?
CC(C)(C)c1ccc2cc(C(=O)N3CCCCC3)[nH]c2c1	-0.1%
Cc1nc(C2CCCN(C(=O)CCC(C)C)C2)cc(N2CCCC2)n1 (configuration not stated)	17.9%
COCCN1CC(CO)C2(CCN(C(=O)Cc3ccccc3OC)CC2)C1 (configuration not stated)	14.9%
COc1ccc(C(=O)c2cccc(C(=O)c3ccc(OC)cc3)c2)cc1	-1.6%
COc1ccc(NC(=O)N2C[C@@H]3C[C@H](C2)c2ccc(NC(=O)c4ccc(F)cc4)c(=O)n2C3)cc1	4.6%
COc1ccc(-c2ccc3ncc(Nc4ccccc4OC)n3n2)cn1	27.5%[176 µM]
CCOC(=O)C1=C(C)N(C)C(=O)N(C)C1c1cccc(Br)c1 (configuration not stated)	-8.9%
CN(C)C(=O)c1ccc(OC2CCN(C(=O)c3ccco3)CC2)nc1	49.3%[activator]
C=CCNC(=O)N1CCC(O)(c2csc(CN3CCN(c4ccccn4)CC3)n2)CC1	84.7%[activator]
COc1cccc(-c2[nH]cnc2-c2ccccc2)c1OCCCN(C)C	45.0%[activator]
CN(Cc1ccc(F)cc1)C(=O)c1n[nH]c(=O)c2ccccc12	-5.0%

Additional compounds follow.
SMILES	12-LOX inh
Cc1cc2nc3n(c(=O)c2n1CC(=O)Nc1cccc(Cl)c1)CCCCC3	-27.5%
CC(OC(=O)Cn1cnc2c1c(=O)n(C)c(=O)n2C)C(=O)Nc1ccc(F)cc1 (configuration not stated)	-6.9%
CCC(C)NC(=O)c1cc2n(n1)CC(c1ccc3c(c1)OCO3)OC2 (configuration not stated)	32.5%
COC(=O)c1cc(C2CC2)nc2c1c(C)nn2CC(=O)NC(C)C	14.6%
O=C(NCc1nnc2ccc(-c3ccc(F)cc3)nn12)c1cc(Cl)ccc1F	16.3%
COCCNC(=O)C1C(=O)Nc2ccccc2C(=O)N1Cc1ccccc1 (configuration not stated)	-16.4%
Cc1ccc2[nH]cc(C=O)c2c1	8.1%
CCCN1C(=O)Cc2ccccc2C1C(=O)NCc1ccc2c(c1)OCO2 (configuration not stated)	12.4%
CC(=O)NCCNC(=O)CCc1ncc(-c2ccc(Cl)cc2Cl)o1	?
NC1CCc2nn(CC(=O)N3CCc4ccccc43)c(=O)n2CC1 (configuration not stated)	45.1%[activator]
Fc1ccc(CSC2=NCCN2)c(Br)c1	?
Cc1cc(C(=O)N[C@H]2CCOC[C@H]2C2CCOCC2)cc(C)n1	24.7%
COc1cccc(CNC(=O)c2cc3ccccc3[nH]2)c1	-0.7%
COc1ccc(-c2nc3cc(NC(=O)COc4cccc(C)c4)ccc3o2)cc1	-7.6%
N#Cc1nc(COc2ccc3c(c2)OCO3)oc1N1CCC(C(N)=O)CC1	6.3%
COc1ccc(-n2c(=O)c(-c3ccccc3)nc3cnc(N4CCOCC4)nc32)cc1	?
CCOc1cccc(CNCc2cccnc2)c1OCc1cccs1	?
CCN1CCCC2(CCN(C(=O)CCc3n[nH]c(C)c3C)C2)C1=O (configuration not stated)	80.5%[activator]
CC(C)(C)NC(=O)N1CCC2(CC1)CC(Cc1cccc(F)c1)CCO2 (configuration not stated)	10.4%
O=C(Nc1ccccc1-c1nc(Cc2ccccc2)no1)c1cccs1	12.3%
CS(=O)(=O)N1CCC(OC2CCN(C(=O)Nc3ccc(Cl)cc3F)CC2)CC1	43.6%[activator]
CC(=O)Nc1ccc(NC(=O)C(C)OC(=O)c2ccc3c(c2)NC(=O)CS3)cc1 (configuration not stated)	-23.7%
CS(=O)(=O)N1CCC(OC2CCN(C(=O)c3ccccc3Cl)CC2)CC1	14.3%
CC(C)(C)NC(=O)N1CC[C@H]2C(=O)NCCCCCN(Cc3cccnc3)[C@@H]2C1	20.2%
COCC(=O)N1CCc2n[nH]c(=O)n2CC1	33.8%[activator]

The list continues:
SMILES	12-LOX inh
Cc1nc(-c2ccc(OC(F)(F)F)cc2)sc1C(=O)N1CCOCC1	12.9%
ClC(/C=N/N1CCN(Cc2ccccc2)CC1)=C/c1ccccc1	-28.5%
CCc1cc(=O)oc2cc(OC(C)C(=O)N3CC[C@@]4(O)CCCC[C@H]4C3)ccc12 (some centres not stated)	-17.5%
CC(C)Oc1ccc(C(CC(=O)O)NC(=O)c2ccc(Cl)cc2)cc1 (configuration not stated)	-25.1%
CN1CC2(CCN(Cc3cn[nH]c3-c3ccc(F)cc3)CC2)CC1C(=O)N1CCOCC1 (configuration not stated)	52.6%[activator]
CC(C)N1CC2CCC(C1)N2Cc1cccc(Cl)c1	?
Cc1cnc(C(=O)N[C@@H]2CCC[C@@H]2C(=O)NCCc2ccc(Cl)cc2)cn1	32.7%
CN(C)c1cccc(-c2cnc3[nH]cc(CC(=O)N4CCOCC4)c3c2)c1	2.5%[176 µM]
CCOC(=O)c1cnc2ccc(C)cc2c1Nc1ccc(C(C)=O)cc1	13.7%
CN(C)CCCNC1CCCC1	?
CC(=O)Nc1ccc(NC(=O)CN2C(=O)NC(c3ccc(C)cc3)C3=C2COC3=O)cc1 (configuration not stated)	20.0%
CCCCc1nn(-c2ccccc2C(F)(F)F)c(=O)n1Cc1ccc(-c2ccccc2S(=O)(=O)NC(=O)c2sccc2C)cc1	?
Cc1cc(C(F)(F)F)nn1CC(=O)N1CCN2CCS(=O)(=O)N(C3CC3)C(=O)C2C1 (configuration not stated)	0.3%
Cc1ccc(C(=O)NCc2ccnc3[nH]ccc23)cc1	51.5%[activator][176 µM]
Brc1ccccc1-c1nc2cc3c(cc2[nH]1)OCCO3	?
COc1ccc(-c2noc([C@@H](C)N(C)C)c2C(=O)O)cc1	?
CN(C)CCNC(=O)c1c(OCC2CC2)cc(=O)n2c1CCOCC2	63.7%[activator]

Compound activity: PubChem BioAssay, National Center for Advancing Translational Sciences (NCATS)

Some of the compounds tested; count on the stated rates, not on these rows.
